Compound activity: PubChem, several laboratories
aDG glyco up: alpha-DG glycosylation activation. activation, % at 10 µM. actives 0.22% (n = 360,000). AID 624168. Pro5-aDG cells, alpha-DG glycosylation AlphaScreen (IIH6); 0% Pro5, 100% B10-LARGE cell signal;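 active = activation of at least 8% versus controls, or a plate z-score of at least 8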;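 also: Pro5 are CHO cells carrying HIG-tagged alpha-DG that lacks glycosylation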
ABCB6 inh MLPCN: inhibitors of human ABC transporter ABCB6; K562-ABCB6 porphyrin accumulation, flow cytometry, 1 h; hits give low values; fluorescence ratio to DMSO, % at 10 µM; actives 0.19% (n = 360,000); AID 602162;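 active = fluorescence ratio to DMSO below 75%, the collection mean minus 3 SD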;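 also: signal is porphyrin accumulated inside mitochondria; 100% equals median channel fluorescence of DMSO control wells; lower ratio means ABCB6 inhibition with less porphyrin fluorescence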
NOD2-RIPK2 inh: NOD2-RIPK2 protein interaction inhibition; inhibition, % at 4.98 µM; CHO BLA complementation NOD2-RIPK2, CCF4 ratio; O43353; actives 0.38% (n = 360,000); AID 624267; in the data active = inhibition above about 21%;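 also: 0% = vehicle only and 100% = reference blocker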
TLR9-MyD88 block: TLR9-MyD88 interaction inhibition | AID 504734 | actives 0.21% (n = 340,000) | CHO BLA complementation TLR9-MyD88, CCF4 FRET ratio | Q9NR96+Q99836 | inhibition, % at 4.98 µM;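 active = inhibition above the mean over all tested compounds plus 3 SD, cut at about 21% in these data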;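 also: 0% = DMSO only wells and 100% = clavulanate BLA inhibitor control wells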
Target sequence (Q99836 whole entry, looked up): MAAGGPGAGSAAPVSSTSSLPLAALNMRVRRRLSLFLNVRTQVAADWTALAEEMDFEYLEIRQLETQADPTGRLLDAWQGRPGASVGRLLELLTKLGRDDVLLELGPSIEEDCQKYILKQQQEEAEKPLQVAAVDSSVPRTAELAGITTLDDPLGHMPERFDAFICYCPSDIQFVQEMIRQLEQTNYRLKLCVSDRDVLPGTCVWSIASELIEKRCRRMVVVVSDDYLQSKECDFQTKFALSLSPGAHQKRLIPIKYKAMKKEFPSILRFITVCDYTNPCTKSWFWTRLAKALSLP
Target sequence (Q9NR96 whole entry, looked up): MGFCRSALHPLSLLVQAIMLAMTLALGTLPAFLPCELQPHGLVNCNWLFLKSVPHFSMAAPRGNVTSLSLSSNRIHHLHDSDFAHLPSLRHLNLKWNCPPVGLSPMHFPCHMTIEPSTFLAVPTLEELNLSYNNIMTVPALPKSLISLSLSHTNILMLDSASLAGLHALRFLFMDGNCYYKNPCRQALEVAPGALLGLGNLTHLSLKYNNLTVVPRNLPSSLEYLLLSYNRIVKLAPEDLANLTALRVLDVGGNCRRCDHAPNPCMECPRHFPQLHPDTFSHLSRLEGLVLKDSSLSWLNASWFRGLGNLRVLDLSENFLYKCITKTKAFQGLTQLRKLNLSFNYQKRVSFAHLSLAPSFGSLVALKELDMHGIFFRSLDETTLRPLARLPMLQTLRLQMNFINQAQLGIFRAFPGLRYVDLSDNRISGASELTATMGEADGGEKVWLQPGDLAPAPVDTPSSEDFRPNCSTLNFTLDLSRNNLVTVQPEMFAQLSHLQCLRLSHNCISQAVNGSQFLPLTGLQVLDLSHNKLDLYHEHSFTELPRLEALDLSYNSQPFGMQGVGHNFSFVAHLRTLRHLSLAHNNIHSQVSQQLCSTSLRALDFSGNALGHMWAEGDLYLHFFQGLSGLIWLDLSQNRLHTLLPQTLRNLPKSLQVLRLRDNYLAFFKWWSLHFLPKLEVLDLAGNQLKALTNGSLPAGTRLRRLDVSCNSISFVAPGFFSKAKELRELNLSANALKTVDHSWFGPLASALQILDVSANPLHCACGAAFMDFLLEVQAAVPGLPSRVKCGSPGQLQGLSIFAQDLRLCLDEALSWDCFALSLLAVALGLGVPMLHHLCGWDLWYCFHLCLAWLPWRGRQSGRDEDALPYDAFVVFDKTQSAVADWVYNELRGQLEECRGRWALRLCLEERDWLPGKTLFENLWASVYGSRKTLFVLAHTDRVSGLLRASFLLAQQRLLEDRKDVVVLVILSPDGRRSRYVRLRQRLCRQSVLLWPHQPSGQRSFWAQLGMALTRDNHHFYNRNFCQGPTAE
Vif imaging: inhibitors of HIV Vif; HEK293T cells, Vif self-association by quenched fluorescence, imaging, 24 h; inhibition, % at 7.49 µM; actives 0.35% (n = 340,000); in the data active = inhibition above about 50%, passing the limit was not always enough; also: some results filed as inactive read as strong as hits
Glyco luc inh: blocks N-linked glycosylation in D54 reporter cells. reporter increase, % at 12.5 µM. actives 0.23% (n = 360,000). AID 588692. D54 ERlucT glycosylation luciferase reporter, 24 h; percent of 100 nM tunicamycin response;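 active = mean luciferase reporter signal, scaled so untreated is 0 and the glycosylation-blocking control 100, at or above a set limit in every replicate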;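 also: luciferase carries N-glycosylation sites so blocking glycosylation raises the light; 0% = median of neutral control wells and 100% = median of 100 nM tunicamycin wells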
MC4R antag cAMP: blocks human MC4R cAMP signaling. P32245. MC4R-expressing cells, MTII-stimulated cAMP, LANCE TR-FRET. inhibition, % at 6.5 µM. actives 0.48% (n = 360,000). AID 540295;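 active = inhibition above its plate's cutoff, the mean of tested wells on that plate plus 3 SD, cut at about 29% in these data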;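 also: 0% = Melanotan II alone and 100% = Melanotan II plus saturating MCL0020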
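Assay system: human MC4R-expressing U2OS cells; reagent: Melanotan II stimulation of cells; dosing: 6.5 µM single dose; timing: compound 30 min, challenge 1 h, detection 1 h; signal: TR-FRET cAMP assay; replicates: one well per compound, no replicates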
MC4R ag barr: human MC4R agonism via beta-arrestin; activation, % at 8.9 µM; P32245; actives 0.98% (n = 360,000); U2OS MC4R beta-arrestin complementation, luminescence; percent of melanotan II response, DMSO zero; AID 540308;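 active = activation above a per-plate cutoff, the mean activation of sample wells on that plate plus 3 SD, cut at about 8% in these data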
ABHD5 PLIN5 PPI: inhibitors of human ABHD5-perilipin-5 interaction; Q00G26+Q8WTS1; Split G. princeps luciferase complementation, luminescence, 4 h; inhibition, % at 4 µM; actives 0.78% (n = 360,000); AID 602281;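 active = inhibition above the mean inhibition across every tested compound plus 3 SD, cut at about 22% in these data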;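 also: 0% = DMSO only wells and the 100% control is not disclosed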
Granule exo inh: blocks lytic granule exocytosis. TALL-104 LAMP-1 surface exposure, flow cytometry; cells stimulated with thapsigargin and PMA. inhibition, % at 10 µM. actives 0.66% (n = 360,000);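 active = inhibition above about 55%, limit read from the data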
An asterisk follows results filed as active; nt = no result given. An excerpt (hit frequency here may not be typical).

SMILES	aDG glyco up	ABCB6 inh MLPCN	NOD2-RIPK2 inh	TLR9-MyD88 block	Vif imaging	Glyco luc inh	MC4R antag cAMP	MC4R ag barr	ABHD5 PLIN5 PPI	Granule exo inh
O=C(N/N=C\c1ccc(Oc2ccccc2)cc1)c1csnn1	0.1	92	-1	6	0	0	10	-1.7	0	-5
CCC(C(=O)NCc1ccc(F)cc1)N(CCc1ccccc1)C(=O)c1snc(C(N)=O)c1N (stereo not given)	0.1	92	1	0	6	0	2	-0.2	3	44
Cc1ccc(NC(=O)C(C)SCc2nc3sc(C)c(C)c3c(=O)[nH]2)nc1 (stereo not given)	-0.1	112	-4	-4	-8	-3	-1	1.2	-4	3
COc1ccc(OCCN2CCOCC2)cc1	0.0	98	-5	-2	-4	1	-2	-1.3	-6	0
CCS(=O)(=O)N1CCC(C(=O)NCc2cccnc2)CC1	0.1	98	0	11	-4	0	9	-0.6	5	0
COC(=O)C(C)Sc1nc2c(cnn2-c2ccc(F)cc2)c(=O)[nH]1 (stereo not given)	0.1	104	-10	4	-3	4	0	-0.6	11	-3
O=C(NCc1ccc(F)cc1)C(c1ccc(Cl)cc1)N(C(=O)c1csnn1)C1CC1 (stereo not given)	0.1	100	1	-7	-2	-2	-1	-3.3	8	43
Cc1ccc(-c2noc(CNC(=O)c3ccc4c(c3)OCO4)n2)cc1	0.1	107	-11	4	8	0	10	-0.4	10	-8
Cc1cc(C(=O)COc2ncnc3sccc23)c(C)n1C1CC1	-0.2	91	-8	-8	12	-2	2	-2.1	-1	0
CCN(Cc1ccccc1)C(=O)Cn1c(C(C)O)nc2ccccc21 (stereo not given)	0.0	101	-15	2	-10	2	3	-4.9	4	4
CC(=O)c1ccc(NC(=O)CCCC(=O)c2ccccc2)cc1	0.0	97	-9	5	3	2	2	-0.6	6	-1
Cc1ccc(Cl)c(OCC(=O)NC2CCN(Cc3ccccc3)CC2)c1	0.4	99	7	-4	-11	0	5	1.2	-11	-2
CC(C)c1ccc(NC(=O)CN2C(=O)NC3(CCCC3)C2=O)cc1	0.1	86	-2	5	2	2	8	-1.2	-7	18
Cc1cc(/C=C(\C#N)C(=O)NC2CCCCCC2)c(C)n1C	-0.1	100	-7	-5	-8	-4	-6	4.4	17	-3
CCCCn1c(N)c(NCCC(C)C)c(=O)[nH]c1=O	0.1	100	-28	-4	-1	3	2	-2.4	-1	0
Cc1[nH]c(=O)[nH]c(=O)c1/C=N/NC(=O)CCNC(=O)OC(C)(C)C	-0.1	93	-19	3	2	0	-3	3.9	4	-2
COc1cccc(CNc2nc3cc(-c4ccc(OC)cc4C)sc3c(=O)n2C)c1	0.1	98	-9	nt	-6	-3	6	2.9	-3	6
CCOc1cc(N2CCOCC2)c(OCC)cc1NC(=O)COC(=O)/C=C/c1ccc(OC(F)F)cc1	0.0	99	-9	-7	-3	0	2	-3.6	-3	0
COc1ccccc1NC(=O)c1cc2ccccc2nc1C	0.4	98	-8	3	-2	0	-4	-0.5	-2	-4
Cc1cccc(-n2cnc(C(=O)NC3CCCCCC3)c2)n1	0.3	90	1	-14	0	-1	9	-0.1	-2	-1
CCCc1cc(=O)n2[nH]c(NCc3c(Cl)cccc3Cl)nc2n1	0.1	98	-2	9	6	0	2	-1.1	-5	-4
COc1ccc(-c2[nH]ncc2-c2cnn(-c3ccccc3)c2)c(O)c1	-0.4	96	6	4	2	-2	-8	0.9	0	-1
O=C(Nc1nc(-c2cccs2)cs1)c1ccc(Cl)s1	-0.1	92	-9	3	-9	-7	-2	1.7	6	1
COc1ccc(N(CC(=O)NC(C)C)S(=O)(=O)c2ccc(NC(C)=O)cc2)cc1	0.2	69*	-7	8	0	-1	4	0.9	2	0
COCCNC(=O)C1(C)CCN(Cc2ccccc2C#N)C1 (stereo not given)	0.2	103	-4	nt	-1	1	-4	-1.6	-4	29
Cc1ccc([N+](=O)[O-])cc1NC(=O)Cc1ccc(F)cc1	0.1	100	-5	0	-1	2	-1	-0.3	2	1
COCC(=O)N(Cc1ccc(OC)cc1)Cc1nc2ccccc2c(=O)[nH]1	-0.2	95	-12	2	12	0	19	-0.1	0	1
Nc1ncnc2c1ncn2[C@@H]1O[C@H](CNC(=O)[C@@H](N)COCc2ccccc2)[C@@H](O)[C@H]1O	-0.6	100	-22	1	nt	-1	1	-1.2	-4	2
CC(=O)N1N=C(c2ccccc2)CC1c1cccc([N+](=O)[O-])c1 (stereo not given)	-0.1	97	-2	-4	-18	1	4	-2.8	0	-11
CCc1ccc(NC(=O)CN(c2ccc(OC)cc2)S(=O)(=O)c2c(C)[nH]c(=O)[nH]c2=O)cc1	0.1	99	3	3	4	1	0	-0.8	0	-4
CCN(CC)CC(O)COc1ccccc1C(=O)CCc1ccccc1 (stereo not given)	0.1	100	4	-1	-4	-2	2	-1.3	-4	0
Cc1ccc(NC(=O)CSc2nnc(CN3CCOCC3)n2C)cc1C	0.0	98	3	1	-8	1	22	-1.3	2	2
NCCCCCCNS(=O)(=O)c1cccc2c(Cl)cccc12	0.2	97	3	2	0	-5	-2	-0.2	6	-2
c1ccc2c(-c3nnc(SCc4cn5ccccc5n4)o3)c[nH]c2c1	0.2	nt	-7	-1	3	0	-1	-1.5	5	-4
O=C(Nc1cccc(Cl)c1N1CCOCC1)c1cccnc1Cl	0.0	102	-4	-2	3	1	1	1.6	-1	-2
Cc1cc(C)c2nc(SCc3ccc([N+](=O)[O-])cc3)nc(C)c2c1	0.3	98	-5	5	-1	-1	3	-1.8	1	-2
O=C(Nc1cccnc1)Nc1cccc([N+](=O)[O-])c1	-0.1	97	-7	-20	0	-2	10	-0.5	-4	-21
Fc1ccc2nc(-c3ccccc3)ccc2c1	0.0	98	-9	nt	nt	0	nt	nt	5	-1
O=C(CS(=O)(=O)c1cn(Cc2ccc(Cl)cc2)c2ccccc12)N1CCCCC1	-0.2	96	-2	5	6	-1	8	-1.0	-3	-3
COc1ccc(Cn2nnnc2C(c2ccncc2)N2CCOCC2)cc1 (stereo not given)	-0.2	98	-11	1	nt	1	-1	-3.1	-3	-3

Part of the list above in order of number of heavy atoms, rising.
SMILES	aDG glyco up	ABCB6 inh MLPCN	NOD2-RIPK2 inh	TLR9-MyD88 block	Vif imaging	Glyco luc inh	MC4R antag cAMP	MC4R ag barr	ABHD5 PLIN5 PPI	Granule exo inh
NCCCCCCNS(=O)(=O)c1cccc2c(Cl)cccc12	0.2	97	3	2	0	-5	-2	-0.2	6	-2
COc1ccc(Cn2nnnc2C(c2ccncc2)N2CCOCC2)cc1 (stereo not given)	-0.2	98	-11	1	nt	1	-1	-3.1	-3	-3
O=C(CS(=O)(=O)c1cn(Cc2ccc(Cl)cc2)c2ccccc12)N1CCCCC1	-0.2	96	-2	5	6	-1	8	-1.0	-3	-3

(list continues)
SMILES	aDG glyco up	ABCB6 inh MLPCN	NOD2-RIPK2 inh	TLR9-MyD88 block	Vif imaging	Glyco luc inh	MC4R antag cAMP	MC4R ag barr	ABHD5 PLIN5 PPI	Granule exo inh
O=C(Nc1ccccn1)c1c(O)c2cccc3c2n(c1=O)CCC3	0.6	95	-23	-2	13	2	5	-1.3	3	-2
C=CCNC(=O)N1CCCC(N2CCN(c3ccccc3OC)CC2)C1 (stereo not given)	0.0	99	-6	-8	-4	-1	0	-2.0	-7	9
O=C(NCCN1CCCCC1)Nc1ccccc1F	0.0	131	13	-2	-1	2	4	-0.2	-5	2
O=C(Nc1cccnc1Cl)c1cccc(S(=O)(=O)N2CCOCC2)c1	2.9	97	-3	3	-6	1	5	-0.8	-1	2
COc1ccc(NC(=O)CN(c2ccc(C)cc2)S(C)(=O)=O)c(OC)c1	0.1	105	-7	-3	-7	-1	5	-0.9	6	-3
Cc1nc2ccccc2c(=O)n1CCc1ccccc1	0.0	104	-14	-8	-5	2	-5	-1.1	-1	-2
O=C1NC(c2cccnc2)C(C(=O)c2cccs2)C(O)(C(F)(F)F)N1 (stereo not given)	-0.2	102	-1	6	nt	0	0	0.8	0	-1
c1ccc(Nc2nc(N3CCCCC3)nc(N3CCCCC3)n2)cc1	-0.3	89	-1	7	nt	-3	5	-1.9	-9	2
Cc1ccc(/C=C/C(=O)N2CCN(c3cccc(C(F)(F)F)c3)CC2)cc1	0.0	88	3	3	-2	0	3	4.9	-5	0
CC(C)(C)OC(=O)C[C@H]1C/C=C\C[C@@H](CC(=O)N[C@H](CO)Cc2ccccc2)C(=O)N2CCC[C@H]2COC1=O	0.0	95	-7	1	-9	2	3	-1.3	-13	30
CCOC(=O)c1c(-c2ccccc2)oc2ccc(OCC(O)CN(C)C)cc12 (stereo not given)	0.6	102	0	-5	2	-5	17	1.1	12	84*
O=C1C=C(Nc2ccc(Cl)cc2)CC(c2ccc(Cl)cc2)C1 (stereo not given)	0.3	99	4	-8	12	-1	0	-1.6	-1	1
O=C(CSc1nnc(-c2ccc3c(c2)OCO3)o1)Nc1c(F)cccc1F	-0.1	92	-3	-10	33	-4	3	0.1	1	7
Cc1cccc(NNC(=O)C(=O)NNc2cccc(C)c2)c1	0.2	105	-9	nt	-1	9	0	-0.5	-2	4
O=C(Nc1ccccc1Cl)N1CCN(c2ncccn2)CC1	0.1	93	-10	-5	4	0	5	-2.6	2	-2
O=C(O)c1ccc(S(=O)(=O)c2ccccc2C(=O)O)c([N+](=O)[O-])c1	0.0	100	-7	0	-1	0	-4	-2.0	3	-6
Cc1ccc(S(=O)(=O)CCC(=O)Nc2nc(C(C)(C)C)cs2)cc1	0.8	109	16	-4	6	-5	6	-1.4	-10	1
CCC(C)n1nccc1NC(=O)C(C)OC(=O)c1cc2ccccc2[nH]1 (stereo not given)	0.2	94	-3	4	19	-2	-2	-2.3	-5	0
CCN(CC)C(=O)COc1ccc2c3c(c(=O)oc2c1C)CCCC3	0.0	98	-4	1	13	0	3	-0.3	4	-4
CSc1ncc(C(=O)Nc2cc(C)ccc2C)c(C)n1	-0.1	99	-5	13	8	1	16	-0.7	1	-2
CCCNc1cc(C)oc(=O)c1C(=O)CC	-0.2	100	1	7	3	-2	-1	-0.5	0	-6
Cn1cnnc1Sc1ccc(C(F)(F)F)cc1[N+](=O)[O-]	-0.3	98	-1	nt	10	2	6	-0.9	1	-1
OC[C@@H]1CN(Cc2ccc(Cl)cc2)C[C@H](n2cnc3c(NC4CC4)ncnc32)O1	0.1	96	-5	nt	nt	1	0	0.5	0	-4
Cc1cccc(N=C2NC(=O)/C(=C/c3cccnc3)S2)c1	0.1	100	-10	-8	1	2	13	-2.0	12	-8
NC(=S)N/N=C1\c2ccccc2-c2c(C(=O)O)cccc21	0.0	88	-5	0	-2	2	8	-0.8	-6	-1
O=CNCC(=O)NCCc1ccc(Cl)cc1	3.2	96	9	6	2	1	2	-0.1	-6	-9
O=S(=O)(c1cccc2cnccc12)N1CCNCC1	0.3	96	8	-2	14	-2	11	1.2	2	-1
O=C(c1cccc(S(=O)(=O)NCc2ccc3c(c2)OCO3)c1)N1CCCC1	0.5	98	4	-10	9	-2	5	-0.7	0	50
Cc1cccc(NC(=O)Cn2c(=O)oc3ccccc32)c1C	0.1	99	-8	-4	17	8	-1	-0.5	1	-5
O=C(CSc1nnc(-c2cccnc2)n1Cc1ccco1)c1ccccc1	0.4	103	-2	-4	17	0	10	1.7	11	-1
